# M4 PAM: human M4 muscarinic receptor positive allosteric modulators, primary screen, CHO-K1 cells, Fluo-8 calcium fluorescence | actives 0.4% (n = 360,000) | AID 624126, 2012 | activation, % at 3 µM | CHO-K1 hM4/Gqi5, ACh EC20; 0% = ACh EC20, 100% = maximal ACh | Muscarinic acetylcholine receptor M4 (Homo sapiens), P08173;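 active = activation above its plate's cutoff, the mean activation of sample wells plus 3 SD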; also: some results filed as inactive read as strong as hits
# Target sequence (P08173 whole entry, looked up): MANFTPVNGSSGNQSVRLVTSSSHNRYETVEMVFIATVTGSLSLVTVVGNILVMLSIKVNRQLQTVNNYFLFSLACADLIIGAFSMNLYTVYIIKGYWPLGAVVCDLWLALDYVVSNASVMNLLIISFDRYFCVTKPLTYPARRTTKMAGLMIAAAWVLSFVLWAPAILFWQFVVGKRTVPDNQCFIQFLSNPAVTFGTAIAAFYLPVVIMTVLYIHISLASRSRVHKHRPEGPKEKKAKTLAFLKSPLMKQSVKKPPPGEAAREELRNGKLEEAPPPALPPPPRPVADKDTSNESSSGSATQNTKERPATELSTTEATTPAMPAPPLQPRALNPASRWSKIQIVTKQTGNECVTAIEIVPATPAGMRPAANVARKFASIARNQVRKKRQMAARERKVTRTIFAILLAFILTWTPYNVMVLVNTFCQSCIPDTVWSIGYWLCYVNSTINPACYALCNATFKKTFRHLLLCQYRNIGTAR
# CHRM1 PAM: human M1 muscarinic receptor positive allosteric modulators, primary screen, CHO-K1 cells, Fluo-8 calcium fluorescence, 1536-well. actives 0.088% (n = 360,000). activation, % at 3 µM. Muscarinic acetylcholine receptor M1 (Homo sapiens), P11229. CHO-K1 hM1, ACh EC20; 0% = ACh EC20, 100% = maximal ACh; in the data active = activation above about 19%, passing the limit was not always enough
# M5 ag: human M5 muscarinic receptor agonists, primary screen, CHO-K1 cells, Fluo-8 calcium fluorescence | CHO-K1 hM5 cells; 0% DMSO wells, 100% maximal acetylcholine response | actives 0.19% (n = 360,000) | AID 624037, 2012 | activation, % at 3 µM | Muscarinic acetylcholine receptor M5 (Homo sapiens), P08912;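 active = activation above the run's mean over test compounds plus 3 SD, cut at about 23% in these data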;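 also: signal is peak over basal fluorescence ratio across the kinetic read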
# Target sequence (P08912 whole entry, looked up): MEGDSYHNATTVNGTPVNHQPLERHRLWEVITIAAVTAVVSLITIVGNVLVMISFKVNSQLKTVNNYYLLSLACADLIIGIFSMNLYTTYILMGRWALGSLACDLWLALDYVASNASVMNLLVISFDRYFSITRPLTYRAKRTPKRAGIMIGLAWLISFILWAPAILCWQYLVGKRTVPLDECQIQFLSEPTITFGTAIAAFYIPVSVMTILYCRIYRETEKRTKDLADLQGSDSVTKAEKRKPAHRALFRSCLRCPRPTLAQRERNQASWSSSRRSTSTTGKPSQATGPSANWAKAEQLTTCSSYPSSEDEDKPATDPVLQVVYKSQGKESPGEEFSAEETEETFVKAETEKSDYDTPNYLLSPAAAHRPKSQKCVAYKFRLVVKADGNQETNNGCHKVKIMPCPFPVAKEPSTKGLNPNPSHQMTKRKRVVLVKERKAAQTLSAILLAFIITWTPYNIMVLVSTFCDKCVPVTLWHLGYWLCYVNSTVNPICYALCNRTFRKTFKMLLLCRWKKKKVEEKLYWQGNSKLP
# CHRM1 antagonist: human M1 muscarinic receptor antagonists, primary screen, CHO-K1 cells, Fluo-8 calcium fluorescence, 1536-well; Muscarinic acetylcholine receptor M1 (Homo sapiens), P11229; CHO-K1 hM1, ACh EC80 antagonist; inhibition, % at 3 µM; actives 1.3% (n = 360,000);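 active = percent inhibition above its own plate's cutoff, namely the mean of that plate's compound wells plus 3 SD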;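 also: peak over basal fluorescence ratio during 140 s after agonist addition; 0% = ACh EC80 plus DMSO and 100% = DMSO alone without agonist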
# M4 antag: human M4 muscarinic receptor antagonists, primary screen, CHO cells, Fluo-8 calcium fluorescence; CHO-hM4 cells, ACh EC80; actives 0.73% (n = 360,000); Muscarinic acetylcholine receptor M4 (Homo sapiens), P08173; inhibition, % at 3 µM;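 active = inhibition above its plate's cutoff, the mean inhibition of sample wells plus 3 SD, cut at about 27% in these data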;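 also: 0% = acetylcholine EC80 with DMSO and 100% = DMSO without agonist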
# M4 ag: human M4 muscarinic receptor agonists, primary screen, CHO-K1 cells, Fluo-8 calcium fluorescence; Muscarinic acetylcholine receptor M4 (Homo sapiens), P08173; CHO-K1 hM4/Gqi5; vehicle 0%, full acetylcholine response 100%; activation, % at 3 µM; actives 0.14% (n = 360,000); AID 624127, 2012;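 active = activation above the run mean over all test wells plus 3 SD, cut at about 32% in these data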;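 also: peak over basal fluorescence ratio per well then scaled between controls; 0% = DMSO wells and 100% = acetylcholine at EC100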
# CRFR2-BP ag: agonists of CRF-BP/CRF-R2 complex, primary screen, cell-based, HEK293, calcium dye fluorescence, uHTS | actives 0.46% (n = 350,000) | AID 588473, 2011 | calcium dye fluorescence (FLIPR); percent of saturating CRF peptide response | activation, % at 13.2 µM | CRF-binding protein / CRF receptor 2 complex (human);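 active = activation of at least 50%, plus an integration ratio under a set limit after plate pattern correction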;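 also: plate controls were neutral control wells without compound for no effect and CRF at EC100 for full effect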
# M5 PAM: human M5 muscarinic receptor positive allosteric modulators, primary screen, CHO-K1 cells, Fluo-8 calcium fluorescence; activation, % at 3 µM; Muscarinic acetylcholine receptor M5 (Homo sapiens), P08912; actives 0.3% (n = 360,000); CHO-K1 hM5, ACh EC20 PAM; 0% = ACh EC20, 100% = ACh EC100; AID 624038, 2012;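 active = activation above the run cutoff, the mean activation of all test compounds plus 3 SD, cut at about 18% in these data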
#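 System: CHO-K1 hM5 cells. Reagent: acetylcholine, EC20 level. Compound dosing: single dose, 3 µM nominal final test concentration. Timing: Post-acetylcholine fluorescence recording 140 s. Detection: Fluo-8 calcium fluorescence. Read-out: % activation, ACh-normalized. Benchmarks: ACh EC20 and EC100 wells. Repeats: singlicate, one well per test compound.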
# M5 antag: human M5 muscarinic receptor antagonists, primary screen, CHO cells, Fluo-8 calcium fluorescence; Muscarinic acetylcholine receptor M5 (Homo sapiens), P08912; inhibition, % at 3 µM; actives 0.59% (n = 360,000); CHO-hM5 cells, ACh EC80; AID 624040, 2012;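 active = inhibition above a per-plate cutoff, the mean of that plate's test compounds plus 3 SD, cut at about 27% in these data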;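 also: 0% = acetylcholine EC80 with DMSO and 100% = DMSO without agonist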
# * marks the source's active call; other numbers are inactive results; . = no result given.
SMILES,M4 PAM,CHRM1 PAM,M5 ag,CHRM1 antagonist,M4 antag,M4 ag,CRFR2-BP ag,M5 PAM,M5 antag
CCOC(=O)NC(=S)Nc1cccc(NC(=S)NC(=O)OCC)c1,11.5,-1.4,-0.9,7.7,-6.9,2.4,-1.4,-6.4,-6.4
CC(C)CCN(CC(=O)NC(C)(C)C)C(=O)C(=O)Nc1ccc2c(c1)OCCO2,-0.2,1.2,-1.8,-0.3,5.9,0.3,-1.1,0.7,-7.1
CCOC(=O)NC1=NCC(C)(C)S1,-0.6,0.8,2.7,-6.8,-6.2,0.7,2.0,-2.4,-5.9
Cc1[nH]n(-c2ccccc2)c(=O)c1/C=N/NC(=O)C(C)C,14.0,3.9,-14.1,-4.8,-11.4,0.6,-0.4,1.4,1.7
O=S(=O)(c1cc(Cl)ccc1Cl)N1CCC2(CC1)OCCO2,5.8,14.4,-4.6,-18.5,-1.9,0.4,0.6,-7.3,5.1
Cc1ccc(C(=O)OC2CCN(c3ccc([N+](=O)[O-])cc3)CC2)cc1,-8.3,1.9,-0.1,9.1,6.4,0.4,1.3,-0.8,0.1
COc1ccc(C(=O)Nc2cc(C(=O)NCCc3ccccc3)ccc2Cl)cc1,-8.1,-10.2,-2.3,11.5,4.2,7.0,0.1,-8.0,6.5
Cc1c(Br)c([N+](=O)[O-])nn1CC(=O)Nc1ccc(C(C)C)cc1,4.3,-9.7,-3.5,12.1,-14.5,2.1,4.8,-3.1,-12.3
CCCc1c(C)[nH]c2nc3ccccc3n2c1=O,1.3,2.1,-1.8,6.5,-8.7,1.3,-0.5,0.3,-3.9
COc1nc(-c2ccccc2)ccc1-c1noc(-c2ccccc2F)n1,-1.1,-5.5,2.4,18.0,16.2,0.0,3.4,-3.0,3.1
O=C(COc1ccc(F)cc1)c1ccc2c(c1)CCCC2,-3.1,9.7,-2.4,-18.9,3.9,-1.6,0.7,-15.2,6.4
O=C(NN1CCCCC1)c1cccc2ccccc12,2.1,10.7,-1.0,-7.5,8.0,1.0,-1.9,3.2,4.9
CC1CCN(CC(=O)NCc2ccccc2)CC1,7.7,6.5,-2.4,-14.0,-3.8,3.7,0.9,5.7,-6.6
O=C(CCCc1ccccc1)Nc1ccnn1C1CCN(Cc2ccccc2F)CC1,7.2,4.8,-2.1,-5.0,-1.8,7.7,-0.5,-9.0,14.4
O=C(Nc1ccccn1)C(NS(=O)(=O)c1cccc2nsnc12)c1ccccc1 (centres undefined),-9.5,6.1,-0.8,-3.8,4.3,0.4,-3.1,-4.9,2.5

# Quoted at random: 2 records from the list
SMILES,M4 PAM,CHRM1 PAM,M5 ag,CHRM1 antagonist,M4 antag,M4 ag,CRFR2-BP ag,M5 PAM,M5 antag
O=C(NN1CCCCC1)c1cccc2ccccc12,2.1,10.7,-1.0,-7.5,8.0,1.0,-1.9,3.2,4.9
CCOC(=O)NC(=S)Nc1cccc(NC(=S)NC(=O)OCC)c1,11.5,-1.4,-0.9,7.7,-6.9,2.4,-1.4,-6.4,-6.4

# Other structures follow.
SMILES,M4 PAM,CHRM1 PAM,M5 ag,CHRM1 antagonist,M4 antag,M4 ag,CRFR2-BP ag,M5 PAM,M5 antag
COc1ccc2cc(C(=O)NCc3ccco3)c(=O)oc2c1,2.2,-7.5,-3.6,-4.3,-2.6,1.0,-3.6,-2.2,4.5
COc1cccc2cc(C(=O)N3CCN(c4ccccc4F)CC3)c(=O)oc12,10.2,9.0,-3.0,-6.5,-7.0,0.4,-2.1,3.0,-3.2
Cc1ccc(-c2csc(Cc3nc(-c4cc5ccccc5oc4=O)cs3)n2)cc1,5.8,-3.0,2.7,11.0,4.9,1.4,6.4,2.6,0.0
CCCn1c(SCc2nc(N)nc(N3CCCCC3)n2)nc2c1c(=O)n(C)c(=O)n2C,1.8,5.8,3.2,-7.7,-3.3,0.4,2.0,6.0,-4.2
CCOc1ccc(C(=O)Nn2cnnc2)cc1,-3.4,-1.9,0.4,7.2,4.0,0.3,-0.3,-4.7,8.3
O=C(c1cccnc1)N1CCN(S(=O)(=O)c2cccc(Cl)c2)CC1,2.1,4.6,-2.0,-2.8,0.7,0.8,0.3,0.2,-1.6
Cc1nn(Cc2ccc(Cl)cc2Cl)c(C)c1NC(=O)c1ccc(COc2cc(Cl)ccc2Cl)o1,-5.4,-4.1,-3.0,-2.6,8.2,0.3,1.2,-4.4,9.3
Cc1cccc(NC(=S)N2CCC(N(C)CC3CCCO3)CC2)c1 (centres undefined),25.6,4.9,-7.0,-11.0,-1.1,1.6,-0.1,4.1,-1.7
O=C1CCN(CCc2ccccc2)CCN1[C@H](CSc1ccc(Br)cc1)Cc1ccccc1,-6.5,-4.2,-2.8,11.3,-3.5,2.2,5.5,-6.0,4.8
Cc1cccc(C)c1NC(=O)NC1(C(=O)N2CCOCC2)CCCCC1,6.3,10.3,1.4,-11.2,-2.2,2.0,-0.9,0.0,8.0
N#CC1=C(N)SC(N)=C(C#N)C1c1ccc([N+](=O)[O-])cc1,14.7,6.5,-3.5,-17.2,-3.4,2.0,4.6,-6.0,-0.5
Cc1ccc(-n2nnnc2-c2cnn(-c3cccc(F)c3)c2C(F)(F)F)cc1,-11.6,-8.3,1.1,17.7,12.9,0.6,-1.9,-6.7,-3.2
NC(=O)CSc1nnc(-c2ccco2)n1N,3.7,4.1,1.4,-7.5,4.8,0.9,0.2,-0.7,-3.6
COc1ccc(CNS(=O)(=O)c2ccc(F)c(C(=O)Nc3ccccc3OC)c2)cc1,-8.6,-2.9,3.0,10.2,0.4,-0.8,-2.9,-0.7,7.0
O=C(Nc1cccs1)Nc1nnc([C@@H]2C[C@H](O)[C@@H](CO)O2)s1,3.2,7.4,1.3,-9.7,-1.5,0.7,.,5.6,-1.7
CCN(CC(=O)NCc1cccs1)S(=O)(=O)c1cccc(Br)c1,2.0,0.5,-3.7,9.6,-3.6,2.0,-0.1,-2.6,9.3
COC(=O)c1ccc(NC(=O)c2cccnc2)cc1,2.4,-1.1,-4.8,-11.1,-2.3,0.9,2.9,-2.4,4.4
COc1ccccc1N(CC(=O)N(CC(C)C)CC(C)C)S(=O)(=O)c1cccs1,1.3,11.8,-6.2,-10.6,0.3,-0.2,0.1,2.0,2.9
CC(C)(C)NC(=S)NC(C)(C)C,3.7,3.4,1.2,-8.2,5.1,0.8,-1.6,-3.1,3.9
CN1CCN(Cc2cccc(Oc3ccc(Cl)cc3)c2)CC1,-16.9,-22.2,-5.7,17.1,14.5,5.6,1.7,-15.8,35.3*
COc1cc(OC)c(CN2CCN(c3ccc(F)cc3)CC2)cc1Br,0.0,-16.7,-7.4,22.5,-13.4,-0.7,-0.6,-9.5,-2.4
CC(C)CCNC(=O)c1cc(S(=O)(=O)N2CCCCC2)ccc1N1CCOCC1,-1.0,10.7,1.7,-10.0,1.9,1.5,0.9,9.2,-1.9
Cc1nnc(SCCn2c(N3CCCCC3)nc3c2c(=O)[nH]c(=O)n3C)s1,-15.6,-3.2,0.5,6.1,2.1,0.1,-2.2,-2.8,3.3
Cc1[nH]c2ccccc2c1CCN(Cc1cccs1)C(=S)Nc1ccccc1,0.8,5.6,-0.1,-13.3,-15.3,2.5,-0.1,-6.4,-0.8
O=C(COC(=O)c1ccc(O)cc1)NC1CCCCCC1,-2.0,-3.9,-0.1,5.0,13.1,1.9,-0.9,-2.4,9.0
Cc1cc(C(C)(C)C)cc(C)c1N,-11.1,-6.6,0.6,6.3,17.3,8.6,1.5,-10.4,5.5
CC(=O)C1=C(O)C(=O)N(Cc2cccnc2)C1c1ccccc1Cl (centres undefined),3.4,5.9,-0.8,2.1,11.3,0.3,-1.4,7.0,-9.1
C[C@@H]1CC[C@H](O)/C=C/C(=O)O[C@H](C)CC[C@H](O)/C=C/C(=O)O1,0.5,-0.5,36.9*,-4.1,-3.8,1.4,-0.1,-10.5,4.8
Cc1cccc2sc(NC(=O)c3ccc(OCC4CCCO4)cc3)nc12 (centres undefined),1.0,7.0,-3.3,-12.3,1.0,1.5,-1.1,3.6,4.6
CCOC(=O)C1(C(=O)OCC)C(C(=O)c2ccccc2)C1c1ccccc1 (centres undefined),-7.7,-10.7,-1.6,14.4,9.7,3.3,2.0,-13.8,25.6
CC(NC(=O)COc1cccnc1[N+](=O)[O-])c1ccc(Cl)cc1Cl (centres undefined),-13.1,-31.4,-4.1,42.6*,-0.2,4.2,-1.0,-3.2,5.8
O=C(CSc1ccc2nnc(-c3ccc(F)cc3)n2n1)N1CCCc2ccccc21,-13.7,-8.4,0.3,13.3,-2.6,8.5,-2.6,-17.0,17.8
COc1cc(SC)ccc1C(=O)NCCc1ccccc1,4.7,6.1,-4.6,-6.9,-2.1,-0.2,-1.9,0.0,6.0
CC1CCCCC1NC(=O)C1CCCN(S(=O)(=O)c2ccc(-n3cnnn3)cc2)C1 (centres undefined),7.7,8.2,-1.9,-7.2,-28.2,2.6,-3.3,0.0,10.8
CCOc1ccc(NC(=O)CN(C)C(=O)c2ccc(N3CCCCC3)c([N+](=O)[O-])c2)cc1OCC,1.1,13.9,3.0,-26.8,-3.8,5.0,-0.6,-4.7,2.3
Cc1nn(C)cc1CNC(=O)Nc1ccc(Br)cc1Cl,1.2,5.8,-0.7,-4.4,11.2,0.1,-0.5,-3.9,0.3
O=Cc1ccc(OCC(=O)N2CCc3ccccc32)c(Br)c1,8.4,4.8,-3.9,-5.0,-6.3,7.5,-0.3,-8.6,3.0
C/C(=N\Nc1nc2ccccc2[nH]1)c1ccc([N+](=O)[O-])cc1,12.3,-7.0,1.2,-12.8,-7.5,2.2,-1.5,5.8,-1.5
NC(=O)c1ncn([C@@H]2O[C@H](CNCc3cccn3-c3ccncc3)[C@@H](O)[C@H]2O)n1,-0.4,18.8,0.3,-6.5,-9.8,1.4,0.0,-4.0,6.8
Cc1ccc(CC(=O)Nc2cccc(C)n2)cc1,2.2,4.7,1.0,-0.9,-9.0,-0.6,-2.3,-1.2,9.7
CCn1nc(C)c(/C=N/NC(=O)Cc2ccc(Cl)cc2)c1C,6.0,-5.3,-1.4,-0.4,4.3,1.1,-0.2,-5.1,-1.2
CCN(CC)CCNc1nc2c(c(=O)[nH]c(=O)n2C)n1CCCc1ccccc1,5.3,9.6,-0.3,-8.9,5.3,0.2,0.0,4.1,-1.0
O=S(=O)(Nc1ccc(Cc2ccncc2)cc1)c1ccc(Br)cc1,-23.4,-15.0,3.0,14.9,9.9,10.4,-0.8,-7.8,5.5
O=C(NC(=S)Nc1cccc(C(F)(F)F)c1)c1ccc2nonc2c1,-9.6,-7.6,0.3,8.5,10.4,8.1,4.9,-21.4,22.4
C=CCCC(=O)N1CCC(n2nccc2NC(=O)CCCc2ccccc2)CC1,-1.8,1.2,-3.3,1.9,0.6,0.5,0.1,-4.2,19.4

# Assay outcomes: PubChem BioAssay, several laboratories
